High-throughput results (PubChem BioAssay)
Lipid storage S3 = qHTS Assay for Lipid Storage Modulators in Drosophila S3 Cells | 320,000 compounds, 0.64% hits | lipid storage change, negative = inhibition, % at the top dose, mostly 46.1 µM; hits show Potency in µM | Drosophila S3 cells, BODIPY lipid droplet fluorescence, 18-24 h; cells fed with added oleic acid; active = well fitted inhibition curve with a large enough effect in the signal ratio, with a control signal flat, not every such curve was filed as active; inconclusive = small, poorly fitted or top-dose-only effect, or effect the other way, or a change in a side signal; the % refers to the signal ratio
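Drosophila S3 cells loaded with oleic acid (400 uM, as added) and compounds at several concentrations; lipid droplets imaged by 488-nm laser-scanning cytometry, 500–530 nm intensity and object ratio to cell channel. Percent activity normalized to 20 uM Triacsin C.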
Lipid storage S3 cell count max = second read-out of Lipid storage S3, no call of its own (marks repeat the call); cell number change, %; measured here: cell count max response;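 cells counted by Cell Tracker Red CMTPX staining in the red channel; peak over a dose series mostly up to 46.1 µM; percent activity relative to internal control wells on each plate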
Numbers without * were called inactive; i = inactive; u = inconclusive; x = not tested or not shown. % is scaled to controls: 0 for no effect and ±100 for the full control effect; potency is read from the fitted curve at half-maximal effect. A portion of the library; count on the stated rates, not on these rows.

SMILES	Lipid storage S3	Lipid storage S3 cell count max
Cc1ccc(/C=C2\SC(=S)N(CCC(=O)NNC(=O)c3ccncc3)C2=O)cc1	1.6%	x
CSc1ncccc1C(=O)OCc1ccc([N+](=O)[O-])cc1	u	x
CCCCOc1cccc(C(=O)NC(=S)Nc2cccnc2)c1	u	x
CC(C)c1ccc(NC(=O)CSc2nnc(CN3CCOCC3)n2C)cc1	7.0%	6.6
Cn1c(NCCN2CCOCC2)nc2c1c(=O)n(Cc1cccc(Cl)c1)c(=O)n2C	i	-12.7
COc1ccc(Cc2nnc3sc(SCC(=O)Nc4ccccc4)nn3c2=O)cc1OC	u	x
CCOC(=O)C1(Cc2cccc(Cl)c2)CCCN(C2CCN(C(C)=O)CC2)C1 (stereo not drawn)	4.6%	3.9
O=C(NC1CCCCCCC1)c1cccnc1	i	21.3
COc1ccc(C(=O)NCc2nnc(SCC(=O)N3CCCC3)o2)cc1	i	x
C=CCn1c(SCC(=O)N2CCN(c3ccccc3)CC2)nc2c([nH]c3ccccc32)c1=O	-12.8%	-11.0
Cc1c(NC=C(C#N)C#N)c(=O)n(-c2ccccc2)n1C	u	x
COC(=O)c1nn(-c2ccc(C)cc2)ccc1=O	u	x
Cc1ccc2nc(NC(=O)C3CC(=O)N(Cc4ccco4)C3)sc2c1 (stereo not drawn)	-9.6%	-6.5
CS(=O)(=O)c1ccc2nc(NC(=O)c3cccc(NS(=O)(=O)c4ccc(F)c(F)c4)c3)sc2c1	-8.8%	-8.8
C/C(CC(=O)NCCCN1CCOCC1)=N\NC(=O)COc1ccc(Cl)cc1	u	x
COc1cccc(NC(=O)N2CCN(c3cccc(C)c3C)CC2)c1	u	x
CC1Cn2c(nnc2-c2ccc(F)cc2)S1 (stereo not drawn)	i	x
Cc1occc1-c1nnc(SCC(=O)N2CCN(c3ccccc3)CC2)n1C	i	-0.7
O=C(c1ccco1)N1CCN(C(=O)C2CC(=O)N(c3ccc(Cl)cc3)C2)CC1 (stereo not drawn)	u	x
O=C(/C=C/c1cccs1)NC(=S)Nc1ccc(S(=O)(=O)Nc2ccccc2C(F)(F)F)cc1	-17.5%	10.9
Cc1ccccc1OCC(=O)NC(=S)Nc1ccc(Br)c(C)n1	-2.5%	-5.2
Cc1ccc(NC(=O)Nc2ccc3c(c2)OCO3)c(OC(F)F)c1	20.0%	x
CCN1C(=O)C(Cc2nc3ccccc3c(=O)n2-c2ccccc2)c2ccccc21 (stereo not drawn)	-8.1%	0.4
CCOC(=O)c1cc(NC(=O)N(CC)C2CCCCC2)c(C)nc1C	u	x
Cc1cccc(N2CCN(C(=O)NC3CCCCC3)CC2)c1C	u	x

The list goes on, overlapping the part above by 2 compounds.
SMILES	Lipid storage S3	Lipid storage S3 cell count max
CCOC(=O)c1cc(NC(=O)N(CC)C2CCCCC2)c(C)nc1C	u	x
Cc1cccc(N2CCN(C(=O)NC3CCCCC3)CC2)c1C	u	x
CCc1ccc(/C=C(\C)C(=O)c2c(C)cc(C)[nH]c2=O)cc1	3.7%	-0.6
Cc1cc2n(n1)SC(Nc1ccc(F)cc1)N2 (stereo not drawn)	3.1%	3.3
O=C(N=Nc1c(O)n(Cc2ccccc2)c2ccccc12)c1ccc(O)cc1	u	x
CC(C)(C)C1(C)OC(C(N)=O)C(C(N)=O)O1 (stereo not drawn)	2.4%	5.5
Clc1ccccc1-c1nc2ccccc2[nH]1	-7.4%	2.9
CCN(CC)C(=O)C[n+]1cccc(C(N)=O)c1	u	x
Cc1ccccc1OCC(=O)NCCCNC(=O)c1cccnc1	u	x
O=C(CSc1ccc(/C=N/NC(=O)c2cccc(F)c2)o1)Nc1ccccc1	u	x
O=C(O)Cc1ccc2oc(-c3ccccn3)nc2c1	2.9%	23.7
O=C(Cc1cccs1)N1CCC(c2nc3c(nnn3Cc3ccccc3Cl)c(=O)[nH]2)CC1	-9.3%	-10.8
CC(=O)c1cccc(Nc2ncnc3ccc(Br)cc23)c1	u	x
CCCOc1ccc(S(=O)(=O)n2cc(F)c(=O)[nH]c2=O)cc1	u	x
COc1ccc(CCNS(=O)(=O)c2cc(/C=C/C(=O)O)ccc2C)cc1OC	8.2%	10.6
COc1ccc(CNC(=S)Nc2cccc(C)c2)cc1	u	x
NS(=O)(=O)c1ccc(NC(=O)CN2CCN(S(=O)(=O)c3cccs3)CC2)cc1	u	x
CCc1nc2ccccc2n1Cc1ccc(OC)c(OC)c1	0.4%	4.0
CCOc1nc(NCCc2ccc(OC)c(OC)c2)nc(NC(C)(C)CO)n1	-14.8%	10.9
O=C(CSc1nnc(C2COc3ccccc3O2)o1)Nc1nccs1 (stereo not drawn)	-14.7%	-1.1
COc1ccc(C)cc1NC(=O)CSc1nnc(-c2ccccn2)n1Cc1ccco1	-7.2%	x
Cc1ccc(CNC(=O)c2ccc(Cl)c(S(N)(=O)=O)c2)n1C	0.0%	4.5
O=C(CSCc1ccc(F)cc1)N1CCN(c2ccc(F)cc2)CC1	u	x
Cc1cc(NC(=O)CSc2nc(C(C)C)nc3sc4c(c23)CCCC4)no1	-7.9%	x
COc1ccc(OC)c2[nH]c(=O)c(CCNC(=O)C(C)C)cc12	u	x
O=C(CCc1nc2ccccc2[nH]1)Nc1ccc(F)cc1	u	x
CCCC(=O)Nc1cc(OC)c(C(=O)OC)cc1Cl	u	x

Laid out differently: 7 of the compounds above.
compound,Lipid storage S3,Lipid storage S3 cell count max
O=C(CSc1nnc(C2COc3ccccc3O2)o1)Nc1nccs1 (stereo not drawn),-14.7%,-1.1
COc1ccc(CCNS(=O)(=O)c2cc(/C=C/C(=O)O)ccc2C)cc1OC,8.2%,10.6
CC(=O)c1cccc(Nc2ncnc3ccc(Br)cc23)c1,u,x
COc1ccc(CNC(=S)Nc2cccc(C)c2)cc1,u,x
Clc1ccccc1-c1nc2ccccc2[nH]1,-7.4%,2.9
CCc1nc2ccccc2n1Cc1ccc(OC)c(OC)c1,0.4%,4.0
NS(=O)(=O)c1ccc(NC(=O)CN2CCN(S(=O)(=O)c3cccs3)CC2)cc1,u,x

(continued)
SMILES	Lipid storage S3	Lipid storage S3 cell count max
CCS(=O)(=O)n1nc(-c2ccccc2)cc1N	-1.2%	4.7
Cc1cc(=O)n2c3ccccc3n(CC(O)CN3CCC(C)CC3)c2c1C#N (stereo not drawn)	6.0%	-11.6
O=C(OCc1nnn(Cc2ccccc2)c1-c1c(COC(=O)c2ccccc2)nnn1Cc1ccccc1)c1ccccc1	6.8%	1.5
COCCOc1cc2ncnc(N3CCC(C(=O)O)CC3)c2cc1OCCOC	-3.8%	3.1
CCCCOc1ccc(C2NC(=O)NC(C)=C2C(C)=O)cc1OCC (stereo not drawn)	u	x
Cc1cccnc1NC(=O)CCCc1c[nH]c2ccccc12	u	x
CC(=O)Oc1ccc(/C=N/NC(=O)c2ccc(N(C)S(=O)(=O)c3ccccc3)cc2)cc1	u	x
NC(=O)CC(NC(=O)c1cccc(Br)c1)c1ccc(NC2CCCCCCCCCCC2)c([N+](=O)[O-])c1 (stereo not drawn)	-17.1%	-4.9
CC12CC3(C)CC(C)(C1)CC(NC(=O)N1CCCC1)(C2)C3	u	x
O=C(O)c1ccc(O)c(N2C(=O)Nc3ccccc3N2O)c1	0.8%	-11.4
O=[N+]([O-])c1ccc(C2CC(c3ccccc3)=Nc3ccccc3S2)cc1 (stereo not drawn)	u	x
COc1ccc(OC)c(NC(=O)CCN2C(=O)c3cccc([N+](=O)[O-])c3C2=O)c1	i	12.8
N[C@@H](C(=O)N[C@@H]1C(=O)N2C(C(=O)O)=C(Cl)CS[C@H]12)c1ccccc1	-2.3%	-9.7
O=C(/C=C/c1ccco1)NCC1OCCc2ccccc21 (stereo not drawn)	20.4%	18.0
OC(COc1ccc(Cl)c2ccccc12)CN1CCN(c2ccccn2)CC1 (stereo not drawn)	u	x
O=C(c1cccs1)N1CCC2(O)CCCCC2C1c1ccc(F)cc1 (stereo not drawn)	-4.5%	6.1
COc1cccc(NC(=O)CN2C(=O)C(c3ccc(C)cc3)=NC23CCCCCC3)c1	5.7%	3.1
COc1ccccc1-c1sc2ccccc2c1-c1ccc(Br)nc1	1.6%	-4.4
Cc1ccc(S(=O)(=O)Nc2ccc(C(=O)NC3CC3)cc2)cc1	i	x
NC(=O)c1ccccc1NC(=S)NC(=O)c1ccc(Br)o1	u	x
Cc1ccc(C(=O)N/N=C\c2ccc(-c3ccc(Cl)cc3)o2)cn1	u	x
CC(C)c1ccccc1NC(=O)CNCCOc1ccccc1F	0.1%	-0.6
Cc1c(NC(=O)OCCSc2nc(N(C)C)nc(N(C)C)n2)sc(=S)n1C	u	x
CCN(Cc1ccccc1)C1CCN(Cc2ccccc2)CC1	u	x
COC(=O)C1CCN(C(=O)CSc2nnc(-c3ccncc3)o2)CC1	i	x
Next part.
SMILES	Lipid storage S3	Lipid storage S3 cell count max
O=C(O)c1ccccc1S(=O)(=O)c1ccccc1CO	u	x
COc1ccc(/C=C/c2c(-c3ccc(OC)cc3)oc3ccccc23)cc1	6.5%	5.8
CC(=O)Nc1ccc2nc(NC(=O)CS(=O)(=O)c3ccccc3)sc2c1	u	x
CCOc1cc2[nH]c(=O)n(CCCC(=O)N(C)Cc3ccccc3)c(=O)c2cc1OCC	u	x
O=C(O)CC/C(=N/Nc1ccc([N+](=O)[O-])cc1)C(=O)O	-6.1%	16.1
CC(C)(C)c1ccc(S(=O)(=O)N2CCN(CCC#N)CC2)cc1	u	x
COc1ccc(S(=O)(=O)N2CCN(CCc3ccccc3)CC2)cc1	19.0%	-1.6
CC(=O)N1CCc2cc(S(=O)(=O)N3CCCCCC3)ccc21	i	-4.2
COc1ccc(COC(=O)C2CCN(S(=O)(=O)c3ccc(Cl)cc3)CC2)cc1	u	x
CN(C)CCNC(=O)C(C(=O)c1ccc(F)cc1)n1ccccc1=O (stereo not drawn)	-2.2%	-2.8
CCOC(=O)c1[nH]c(C)c(C(=O)c2cc(F)ccc2F)c1C	u	x
Cc1ccnc(SCC(=O)c2ccc([N+](=O)[O-])cc2)n1	7.0%	-11.7
COc1ccc(C2C3=C(CC(C)(C)CC3=O)N(C)C3=C2C(=O)CC(C)(C)C3)cc1	-9.4%	3.4
CC1Sc2ccc(S(=O)(=O)N3CCN(c4ccccc4)CC3)cc2NC1=O (stereo not drawn)	i	-17.8
Cc1ccc(NC(=S)N2CCCC(c3nc4ccccc4[nH]3)C2)cc1 (stereo not drawn)	-1.5%	4.1
O=C(NCCN1CCCCC1)c1cc(OCC(F)(F)F)ccc1OCC(F)(F)F	10.3%	5.1
CSc1sc(C(=O)NC(=O)NCc2cccnc2)c(C)c1-c1ccon1	-1.6%	-3.3
NC(CO)C12CC3CC(CC(C3)C1)C2 (stereo not drawn)	-11.9%	-3.0
COc1cccc(N2CCN(C(=O)C3CCCN(S(=O)(=O)c4ccc5c(c4)oc(=O)n5C)C3)CC2)c1 (stereo not drawn)	-10.0%	-2.7
COC(=O)c1ccccc1S(=O)(=O)N1CCC(C(=O)N2CCC2)CC1	u	x
O=C(c1cccs1)N(C(=O)c1cccs1)c1ccccn1	u	x
COC(=O)CN1C(=O)[C@H]2[C@@H](/C=C/c3ccccc3)N3C(=O)CN(Cc4ccccc4)C(=O)[C@@]3(Cc3ccccc3)[C@H]2C1=O	9.3%	-12.6
N=c1c(C(=O)NCC2CCCO2)cc2c(=O)n3ccccc3nc2n1Cc1ccccc1 (stereo not drawn)	i	2.7
O=C(O)C1CC(O)CN1c1nc(Cl)ccc1[N+](=O)[O-] (stereo not drawn)	-3.9%	11.1
C[n+]1cccc2cccc([O-])c21	-3.1%	0.5

Quoted at random: two records from the list.
SMILES	Lipid storage S3	Lipid storage S3 cell count max
C[n+]1cccc2cccc([O-])c21	-3.1%	0.5
COc1ccc(/C=C/c2c(-c3ccc(OC)cc3)oc3ccccc23)cc1	6.5%	5.8

(cont.)
SMILES	Lipid storage S3	Lipid storage S3 cell count max
Cc1cc(C)c(S(=O)(=O)N2CCCCC2CCNC(=O)C(=O)NC2CC2)c(C)c1 (stereo not drawn)	u	x
Cc1nn(-c2ccc(F)cc2)c(Cl)c1/C=C1\C(=O)Nc2ccccc21	u	x
COc1ccccc1CCNC(=O)C(=O)c1cn(CC(=O)N2CCOCC2)c2ccccc12	u	x
Cc1noc(C)c1C(=O)Nc1nccs1	u	x
Cc1ccc(-c2csc3ncnc(Sc4nnc(CN5CCCCCC5=O)o4)c23)cc1	u	x
COc1ccc(CCCc2nnc(SCC(=O)Nc3ccc(C)c(C)c3)o2)cc1	u	x
Cc1nc(NC(=O)CSc2nnnn2C)sc1C	u	x
Cc1cc(OCC(=O)Nc2c(C)n(C)n(-c3ccccc3)c2=O)ccc1[N+](=O)[O-]	u	x
COc1cc(/C=C/C(=O)N2CC(C)OC(C)C2)cc(OC)c1OC (stereo not drawn)	u	x
Cc1ccc(OCC(=O)OCC(=O)c2ccccc2)cc1C	u	x
CCC1=C(OC(=O)N(CC)CC)N2C(=O)OC(=NCCc3c[nH]c4ccccc34)[C@]2(C)[C@H]2C1=CC[C@H]1C(=O)NC(=O)[C@H]12	9.1%	8.4
Cc1nc2cc(NC(=O)CS(=O)(=O)c3ccccc3)ccc2s1	u	x
CCN(CC)C(=O)c1sc(NC(=O)C(Sc2ccccc2)c2ccccc2)c(C(=O)OC(C)C)c1C (stereo not drawn)	u	x
CC1CCN(c2ccccc2N)CC1	i	-0.8
Nc1ccc(-c2nc3ncccc3o2)cc1	6.9%	7.3

Of the compounds above, two contain a CF3 group:
SMILES	Lipid storage S3	Lipid storage S3 cell count max
O=C(/C=C/c1cccs1)NC(=S)Nc1ccc(S(=O)(=O)Nc2ccccc2C(F)(F)F)cc1	-17.5%	10.9
O=C(NCCN1CCCCC1)c1cc(OCC(F)(F)F)ccc1OCC(F)(F)F	10.3%	5.1
